PglD DTNB: PglD (C. jejuni) enzyme inhibition; 360,000 compounds, 0.098% hits; inhibition, % at 12.5 µM; purified PglD enzyme, DTNB colorimetric CoA detection; in the data active = inhibition above about 16%, passing the limit was not always enough; inconclusive = no clear call, values can overlap the other calls; note: strong numbers were not always called active
S100A4 inh HTS: inhibitors of human S100A4 binding to myosin IIA peptide | P26447 | S100A4/TAMRA-MyoIIA peptide fluorescence polarization | inhibition, % at 10.7 µM | 360,000 compounds, 0.14% hits | AID 652163;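 active = mean inhibition of at least 70% across replicates, with every replicate also reaching that level; inconclusive = mean inhibition reaches 70% but some replicates fall short; inactive = mean inhibition below 70%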
Target sequence (P26447 whole entry, looked up): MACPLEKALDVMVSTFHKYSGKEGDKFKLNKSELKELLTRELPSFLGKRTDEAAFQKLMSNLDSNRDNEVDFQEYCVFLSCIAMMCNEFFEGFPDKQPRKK
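Assay system: human S100A4 monomer with TAMRA-labelled myosin IIA peptide / Buffer or medium: Calcium-containing HEPES buffer, pH 7.2 / Reagent: TAMRA-labelled myosin IIA heavy-chain peptide probe, 5 nM / Compound: one dose per compound / Timing: polarization read 5 min after assay mix addition, stable 5–60 min / Benchmarks: neutral control DMSO, positive control TFP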
Statin myotox sup: suppressors of simvastatin-induced myotoxicity in C2C12 myotubes; ATP luminescence, 48 h; scaled: DMSO 0, geranylgeraniol control 100; rescue of ATP level, % at 7.49 µM; 330,000 compounds, 0.78% hits; AID 602340;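 active = mean ATP rescue above about 67%, or every replicate alone reaching that limit, limit read from the data, passing the limit was not always enough; inconclusive = no clear call, values can overlap the other calls; inactive = mean under the limit and some replicate under it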;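 note: myotubes were challenged with 10 µM simvastatin during compound exposure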
SIRT5 block: sirtuin-5 (human) deacylase inhibition; Q9NXA8; Purified SirT5, succinyl-peptide AMC, trypsin-coupled fluorescence; inhibition, % at 15 µM; 330,000 compounds, 1.1% hits; AID 652115; in the data active = inhibition above about 15%; inconclusive = no clear call, values can overlap the other calls
Target sequence (Q9NXA8 whole entry, looked up): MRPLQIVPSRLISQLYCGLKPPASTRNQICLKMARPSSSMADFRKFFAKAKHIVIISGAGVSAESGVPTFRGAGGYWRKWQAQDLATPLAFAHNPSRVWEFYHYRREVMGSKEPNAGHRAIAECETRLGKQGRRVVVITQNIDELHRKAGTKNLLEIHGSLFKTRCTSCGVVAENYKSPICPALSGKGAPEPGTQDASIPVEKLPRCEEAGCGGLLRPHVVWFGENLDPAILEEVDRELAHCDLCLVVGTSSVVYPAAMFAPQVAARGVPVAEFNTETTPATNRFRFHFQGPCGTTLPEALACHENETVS
DENV2 CPE rescue: protects cells from dengue virus 2 cytopathic effect; DENV2-infected cells, cytopathic effect rescue, plate reader; CPE inhibition, % at 9.99 µM; 350,000 compounds, 1.7% hits; AID 651640; in the data active = CPE inhibition above about 20%, passing the limit was not always enough; inconclusive = no clear call, values can overlap the other calls; tested in BHK-21 cells;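 note: 0% = median of neutral control wells and 100% = median of positive control wells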
E-sel inducer: induces E-selectin expression in human endothelial cells; P16581; HUVEC E-selectin immunofluorescence imaging; normalized: neutral wells 0, TNF-alpha wells 100; activation, % at 7.58 µM; 260,000 compounds, 0.37% hits; AID 686992;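 active = mean E-selectin-positive cell signal at least 10% of the positive control, reached in at least 60% of replicates, without over 20% cell loss; inconclusive = no rule given, readout overlaps actives, possibly toxicity-flagged; inactive = the rest, including those meeting only one limit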;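 note: in these data hits start at about 27%; measured in HUVEC primary endothelial cells; signal is the percent of cells scored E-selectin positive by PE staining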
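assay system = HUVEC, human umbilical vein endothelial cells | input = 3,000 HUVEC seeded per well | medium = EGM-2 growth medium on 0.1% gelatin-coated wells | dosing = one compound dose added by pin transfer | signal = immunofluorescence imaging | read-out basis = % PE-positive cells | control set = TNF-alpha, DMSO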
ERp5 inh: blocks human ERp5 reductase activity on insulin. 350,000 compounds, 0.05% hits. AID 651711. ERp5 insulin aggregation, absorbance 650 nm, 90 min. Q15084. inhibition, % at 9.99 µM;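 active = mean replicate inhibition above about 25%, with every replicate also reaching it, limit read from the data, passing the limit was not always enough; inconclusive = only one of those two criteria met; inactive = neither criterion met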
Target sequence (Q15084 whole entry, looked up): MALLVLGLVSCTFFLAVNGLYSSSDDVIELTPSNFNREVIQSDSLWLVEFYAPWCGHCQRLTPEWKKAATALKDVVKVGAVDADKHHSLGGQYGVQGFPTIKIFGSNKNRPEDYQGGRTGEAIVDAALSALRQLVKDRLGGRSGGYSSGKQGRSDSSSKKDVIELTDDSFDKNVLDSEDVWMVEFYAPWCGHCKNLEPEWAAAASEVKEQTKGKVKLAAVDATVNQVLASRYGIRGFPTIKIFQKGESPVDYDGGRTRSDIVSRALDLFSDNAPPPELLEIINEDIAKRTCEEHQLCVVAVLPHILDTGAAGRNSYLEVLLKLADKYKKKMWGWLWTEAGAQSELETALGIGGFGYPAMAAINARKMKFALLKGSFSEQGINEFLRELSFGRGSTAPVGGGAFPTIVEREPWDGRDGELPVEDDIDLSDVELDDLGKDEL
Active calls of the source: *; ? = inconclusive; · = not tested or not shown.

structure	PglD DTNB	S100A4 inh HTS	Statin myotox sup	SIRT5 block	DENV2 CPE rescue	E-sel inducer	ERp5 inh
CCc1ccc(NC(=O)[C@H](NC(=O)[C@@H]2Cc3ccccc3CN2)c2ccccc2)cc1	1	-3	21	-4	-2	·	-4
COc1ccc(NS(=O)(=O)c2ccc3c(c2)oc(=O)n3C)c(OC)c1	3	2	7	·	-4	0.0	4
O=C(COC(=O)c1ccccc1F)NC1CC1	-3	-3	1	-1	12	·	-9
C[C@@H]1CCCCO[C@@H](CN(C)Cc2ccc(Cl)c(Cl)c2)[C@@H](C)CN([C@H](C)CO)C(=O)c2cc(NC(=O)Cc3ccccc3)ccc2O1	2	-3	?	1	-4	-0.1	3
C[C@@H]1CN([C@@H](C)CO)S(=O)(=O)c2ccc(-c3ccc(C(=O)N(C)C)cc3)cc2O[C@@H]1CN(C)C(=O)C1CCOCC1	-3	-2	4	1	-9	0.0	0
C[C@@H]1CCCCO[C@@H](CN(C)S(=O)(=O)c2ccc(F)cc2)[C@@H](C)CN([C@H](C)CO)C(=O)c2cc(NC(=O)NC3CCCCC3)ccc2O1	2	8	·	3	4	0.1	-8
NS(=O)(=O)c1ccc(CCNC(=O)COC(=O)CCN2C(=O)C3CC=CCC3C2=O)cc1 (centres undefined)	7	-2	-1	-1	-3	·	0
Cc1cc(O)ccc1Nc1nc(-c2cccnc2)cs1	4	-4	-7	-3	0	·	2
Cc1ccccc1-c1ccc([C@H]2[C@@H](CO)N3CCCCN(Cc4cccnc4)C[C@H]23)cc1	6	?	-2	2	-26	0.0	4
COc1ccc(C(=O)OCC(=O)Nc2ccc(Cl)c(C(F)(F)F)c2)c(OC)c1OC	-3	-2	·	1	3	·	0
CSc1ccc(/C=N/Nc2nc(C)cc(C)n2)cc1	-5	-5	·	3	-7	1.2	3
C#CCN1CCc2onc(-c3ccc(Br)cc3)c2C1=O	·	0	·	·	4	-0.2	-1
Cc1nc2ccccc2c(=O)n1CCCN1CCOCC1	·	-1	·	-4	3	·	2
CCCn1c(SCc2nc3ccccc3s2)n[nH]c1=O	·	-2	·	-1	1	12	7
O=C(Nc1cccc(-c2cn3c(n2)SCC3)c1)c1ccc2ccccc2n1	2	-5	3	-2	-4	·	1
CCCCCCNC1=NCCS1	·	5	·	-1	·	0.0	-10
O=C(CSc1nnc(-c2cccs2)n1C1CC1)NC1CCS(=O)(=O)C1 (centres undefined)	-2	3	7	-1	-4	4.7	·
O=C(C[C@@H]1C=C[C@@H](NC(=O)C2CCC2)[C@@H](CO)O1)NC1CCCCC1	0	1	3	-1	3	1.0	-2
COCC(=O)N1[C@H](CO)[C@@H]2c3ccccc3N(C(=O)c3ccccc3F)C[C@@H]21	2	4	-2	-1	-7	-0.5	-8
CNC(=O)C1CCN(S(=O)(=O)c2c(C)noc2/C=C/c2ccccc2F)CC1	1	5	-3	-1	?	·	0
O=C1CC2(CCCCC2)CC(=O)N1CCc1ccccc1	-2	-5	-1	3	1	-1.1	-2
COc1ccccc1N1CCN(c2ccc3c(c2)S(=O)(=O)c2cccc(C(=O)NCc4cccc(F)c4)c2C3=O)CC1	3	-2	-53	4	-1	·	-1
O=C(NC1CC1)C1=C[C@@H](c2ccccc2)C[C@@H](OCCCCO)O1	4	5	-7	-6	-2	0.3	-1
Cc1ccnc(NC(=O)c2cccc(S(=O)(=O)N3CCN(c4ccc(F)cc4)CC3)c2)c1	0	0	-13	1	8	-0.5	-2
C/C(=N\NC(=O)CC1N=C(Cc2ccccc2)NNC1=O)c1ccncc1 (centres undefined)	·	-32	·	-2	-5	2.9	6
O=C(Nc1ccc(F)cc1)N1CCCCN2[C@@H](CO)[C@H](c3ccc(-c4ccccc4F)cc3)[C@@H]2C1	2	10	·	2	3	·	-6
C[C@H]1CN([C@@H](C)CO)C(=O)c2cccc(NC(=O)c3ccc(-c4nccs4)cc3)c2O[C@@H]1CN(C)Cc1ccc(Oc2ccccc2)cc1	2	0	-52	8	5	-0.1	-3
COc1ccc(NC(=O)COC(=O)[C@@H]2CCCN2S(=O)(=O)c2ccccc2F)c(OC)c1	3	-4	-3	-6	12	5.4	0
O=c1[nH]c(=O)n(Cc2ccccc2)c2nc(-c3cccs3)n(CCO)c12	·	1	·	2	-4	-0.1	1
O=S(=O)(c1ccc(F)cc1)N1C[C@H]2[C@@H](c3ccccc31)[C@@H](CO)N2Cc1ccc2c(c1)OCO2	0	14	31	5	3	-0.5	0
CS(=O)(=O)N(CC(=O)Nc1ccc(Br)cc1)C1CCCCC1	-5	0	-2	-1	-3	·	-4
CCc1nc(SCC(=O)NCc2ccco2)c2c(=O)n(C)c(=O)n(C)c2n1	1	8	0	3	2	·	-7
COc1ccc2c3c(n(C)c2c1)[C@@H](CO)N(S(=O)(=O)c1ccc(C)cc1)CC31CCN(C(=O)c2ccccn2)CC1	·	0	·	1	-9	-0.3	-6
CC(Sc1nnc(-c2ccco2)n1N)C(=O)NC1CCCCC1C (centres undefined)	-2	3	5	-2	1	-0.2	5
CC(=C/c1ccccc1)/C=N/NC(=O)c1nnn(-c2nonc2N)c1CN1CCC(C)CC1	-1	-1	4	-7	3	·	2
COc1ccc(C(=O)N2CCC(C)(C(=O)NS(=O)(=O)C3CC3)C2)cc1F (centres undefined)	1	16	-2	-3	-3	-0.4	-1
CCN(CC)S(=O)(=O)c1cc(NC(=O)CO/N=C(\N)c2ccccc2Cl)ccc1C	4	-6	0	-1	-2	·	0
C[C@@H]1CN([C@@H](C)CO)C(=O)c2cc(NS(=O)(=O)c3ccc(F)cc3)ccc2O[C@@H](C)CCCCO[C@@H]1CN(C)C(=O)Cc1ccccc1	6	·	·	·	-15	-0.1	·
CC(=Nc1ccc(C)cc1C)c1sc2ccccc2c1O	·	1	·	·	4	-4.1	-3
COc1ccc(OC)c(-c2csc(N(C)C(=O)Cc3ccccc3)n2)c1	·	-3	·	-5	-1	0.2	-2
CC(C)(C)OC(=O)C[C@@H]1C/C=C\C[C@H](CC(=O)NCCO)C(=O)N2CCC[C@H]2COC1=O	6	4	0	·	83*	?	1
CSc1ccccc1NC(=O)CSc1nnc(COc2ccccc2)o1	5	4	9	-1	6	·	0
CCCCn1c(N)c(N(CCOC)C(=O)COC(=O)COc2cc(C)ccc2Cl)c(=O)[nH]c1=O	6	-10	-1	1	-3	·	3
NC(=O)c1oc2ccccc2c1NC(=O)C1COc2ccccc2O1 (centres undefined)	·	2	·	-1	0	0.1	-9
O=c1cc(O)c(-c2cccc(C(F)(F)F)c2)c(Cl)[nH]1	·	1	·	-1	1	·	3
COc1ccc(S(=O)(=O)Nc2cccc3c2O[C@H](CN(C)Cc2ccc(Oc4ccccc4)cc2)[C@@H](C)CN([C@@H](C)CO)C3=O)cc1	-4	2	-44	1	-2	0.1	0
C[C@@H]1CN([C@H](C)CO)C(=O)c2cc(NS(=O)(=O)c3ccc(Cl)cc3)ccc2O[C@@H]1CN(C)Cc1ccc(C(=O)Nc2ccccc2N)cc1	-1	6	97*	·	11	3.3	-3
C=CCC[C@@H](CCCCC)OC(=O)/C=C/[C@@H](O)[C@H](O)C[C@@H](O)CC=C	·	4	·	·	?	1.5	1
COc1ccc(-c2ncncc2-c2ccc(OC)c(OC)c2)c(O)c1	-5	4	12	-4	-1	0.1	3
Cc1cccn2c(=O)nc(SCC(=O)c3ccccc3)nc12	-4	0	-2	1	0	-0.7	-2
O=C(CSc1nc(SCC(=O)NCc2ccccc2)n(-c2ccccc2)n1)NCc1ccccc1	-1	-3	20	1	-7	·	3
Cc1cc2c(c(=O)o1)[C@@]1(C(=O)N(C)c3cc(Br)ccc31)C1=C(CCCC1=O)O2	·	-1	·	·	-3	-0.3	9
CCn1c(SCC(=O)Nc2cc(S(=O)(=O)N3CCOCC3)ccc2OC)nnc1-c1ccncc1	·	-1	·	-3	7	·	0
CCCc1nc(SCC(=O)N2CCCC2)c2c(=O)n(C)c(=O)n(C)c2n1	1	-2	-13	4	-3	0.5	3
COc1ccc(-c2sc3ccc(N4CCOCC4)cc3c2C#CC(C)(C)O)cc1	-7	-11	-18	-2	·	0.1	-1
CC(CNCCCn1ccc(NC(=O)OCc2ccccc2)nc1=O)c1ccccc1 (centres undefined)	1	-3	34	-2	18	15	-3
CN1C(=O)c2cc(NC(=O)C3CCC3)ccc2OC[C@H]2O[C@@H](CC(=O)NCc3ccccc3F)CC[C@@H]21	·	-1	·	11	8	-0.2	-1
CS(=O)(=O)N1CCCCN2[C@@H](CO)[C@@H](c3ccc(Br)cc3)[C@@H]2C1	2	-5	2	2	0	0.1	11
O=C(Nc1ccccc1C(=O)N1CCCC1)c1ccc(Cl)c([N+](=O)[O-])c1	·	-2	-12	-4	-9	·	1
COc1ccc(-c2noc(CN3CCN(c4ccccc4)CC3)n2)cc1	-3	14	15	-4	6	0.4	-2

Further records
structure	PglD DTNB	S100A4 inh HTS	Statin myotox sup	SIRT5 block	DENV2 CPE rescue	E-sel inducer	ERp5 inh
CC(OC(=O)c1cccc(-n2cnnn2)c1)C(=O)Nc1ccc(F)cc1 (centres undefined)	0	-1	6	-7	2	-0.8	0
O=C(Nc1nc2ccc(Cl)cc2s1)c1cccc(N2C(=O)CCC2=O)c1	1	9	-1	-9	-4	·	18
O=C(N[C@@H]1C=C[C@H](CC(=O)N2CCOCC2)O[C@H]1CO)c1ccccn1	0	-6	-6	0	-8	-0.2	-5
Cc1onc(-c2c(Cl)cccc2Cl)c1C(=O)Nc1ccc2c(c1)OCO2	-7	3	18	0	2	·	-1
CCCN1C[C@@H](C)[C@H](OC)CN(C)C(=O)c2cc(NC(=O)NC3CCCCC3)ccc2OC[C@H]1C	-3	-30	-13	6	-8	0.0	-2
CCOC(=O)C1=CC[C@@H](c2cc(OC)c(OC)c(OC)c2)N(S(=O)(=O)c2ccc(C)cc2)[C@H]1C(=O)OCC	-1	0	-12	8	-14	0.0	1
O=C(Nc1ccccc1)C1CCOC1=O (centres undefined)	-4	-7	9	-1	2	3.7	3
O=C(NCc1ccccc1)[C@@H]1[C@@H](CO)[C@@H]2Cn3c(cccc3=O)[C@@H]2N1Cc1ccccc1F	0	0	10	-1	23*	-1.3	-1
Cc1ccc(NC(=O)NCc2cccnc2)cc1Cl	-1	0	·	-1	9	-0.1	-2
O=S(=O)(Nn1c(O)c(C=C2N=c3ccccc3=N2)sc1=S)c1ccccc1	-10	17	8	1	-4	4.6	-4
COc1ccccc1NC(=O)N[C@@H]1CC[C@@H](CCNC(=O)c2ccc3c(c2)OCO3)O[C@H]1CO	-1	-10	-7	-2	10	-0.2	-5
Cc1ccc(N2CCN(S(=O)(=O)c3ccc4c(c3)NC(=O)C(C)C(=O)N4)CC2C)cc1 (centres undefined)	1	8	18	0	-4	0.1	-5
C=CCNCC(=O)Nc1ccccc1SCC(=O)Nc1ccsc1C(=O)OC	·	24	1	-1	3	-0.8	3

Single records (already shown). Order of screens: PglD DTNB, S100A4 inh HTS, Statin myotox sup, SIRT5 block, DENV2 CPE rescue, E-sel inducer, ERp5 inh
CC(C)(C)OC(=O)C[C@@H]1C/C=C\C[C@H](CC(=O)NCCO)C(=O)N2CCC[C@H]2COC1=O is listed with 6, 4, 0, ·, 83*, ?, 1
O=c1[nH]c(=O)n(Cc2ccccc2)c2nc(-c3cccs3)n(CCO)c12 is listed with ·, 1, ·, 2, -4, -0.1, 1

Screening data deposited in PubChem by Broad Institute.

A portion of the library, so the mix of outcomes need not match the whole.
